Screening results from PubChem BioAssay.
SRC3 TRFRET art: TR-FRET detection interference compounds, artefact control for PPARgamma SRC-3 recruitment agonists, biochemical, TR-FRET ratio. AID 1048, 2008. TR-FRET artefact counter-screen, PPARgamma/SRC-3 format; active compounds read high. 0.39% of 99,000 active. TR-FRET ratio at 8 µM; in the data active = TR-FRET ratio above about 2000; note: inactives centre near 1600
SRC1 TRFRET art: TR-FRET detection interference compounds, primary screen, artefact control for PPARgamma SRC-1 recruitment agonists, biochemical, TR-FRET emission ratio. TR-FRET detection artefact counter-screen; active compounds read high. TR-FRET ratio at 8 µM. 0.34% of 99,000 active; in the data active = TR-FRET ratio above about 2300; note: inactives centre near 1800
* hit, by the source's call.

Values run as follows: SRC3 TRFRET art	SRC1 TRFRET art
1) COc1ccc(NC(=S)N2CCC(N(C)CC3CCCO3)CC2)cc1Cl (stereo not drawn)
  1573	1948
2) O=C(COC(=O)c1cc2c(s1)CCC2)Nc1ccc(F)cc1
  1481	1776
3) O=C(Cn1nc(-c2ccccc2Cl)ccc1=O)Nc1ccc(Br)cc1
  1713	1842
4) Cc1c(NC(=S)NC(=O)C(C)(C)C)c(=O)n(-c2ccccc2)n1C
  1496	1993
5) O=C1C(Oc2ccccc2)C(c2ccc3c(c2)OCO3)N1CCc1ccc(F)cc1 (stereo not drawn)
  1760	1977
6) c1ccc2c3c([nH]c2c1)C(C1CCCCC1)N(Cc1ncc[nH]1)CC3 (stereo not drawn)
  1635	1537
7) CCc1ccc(/C=C2/Sc3ccccc3N(CC(=O)NCCCOC)C2=O)cc1
  1496	1842
8) COC(=O)c1ccc2nc(NC(=O)COC(=O)CSc3nc(C)cc(C)n3)sc2c1
  1847	2103
9) O=C(CSc1nc2ccccc2c(=O)n1-c1ccc(Cl)cc1)N/N=C/C=C/c1ccccc1[N+](=O)[O-]
  1547	1716
10) Cc1nc2ccc(NC(=S)N3CCOCC3)cc2nc1C
  1469	1915
11) Cc1c(/C=N\NC(=O)c2ccc([N+](=O)[O-])cc2)cnn1C
  1574	1519
12) COc1ccc(/C=C(/NC(=O)c2cccs2)C(=O)N2CCOCC2)cc1OC
  1582	1689
13) OCCC1CN(Cc2cnc(N3CCOCC3)s2)CCN1C1CCCC1 (stereo not drawn)
  1713	1966
14) O=C1C2C3C=CC(C3)C2C(=O)N1CCCCCCN1C(=O)C2C3C=CC(C3)C2C1=O (stereo not drawn)
  1326	1674
15) Cc1ccc(S(=O)(=O)N2CCCCC2)cc1NC(=O)COc1ccccc1F
  1502	1748
16) Cc1ccc(NC(=O)CCNC(=O)c2ccc([N+](=O)[O-])cc2)cc1S(=O)(=O)N(C)C
  1696	1782
17) COc1cc(NC(=O)COC(=O)CNC(=O)c2ccc(C)s2)cc(OC)c1
  1426	1783
18) CC(C)CC(=O)Nc1ccccc1N1CCN(c2ccc(F)cc2)CC1
  1421	1946
19) COc1ccccc1N(C)S(=O)(=O)c1ccc(Cl)c(C(=O)N2CCC(C(N)=O)CC2)c1
  1402	1664
20) O=C(O)c1cccc(Cn2c(Cl)c(/C=N/Nc3ccccc3)sc2=O)c1
  1518	1692
21) Cc1cc(C(=O)CSc2nc(N)cc(=O)[nH]2)c(C)n1-c1cccc(F)c1
  1762	1806
22) CC1=CC(=C(C#N)C#N)C=C(C)N1CCN1CCN(C(=O)Nc2ccc(Cl)c(Cl)c2)CC1
  1645	1782
23) CC(C(=O)Nc1ccc2c(c1)OCCO2)n1nnc(-c2ccccc2)n1 (stereo not drawn)
  1630	1653
24) CSc1ccc(/C=N/NC(=O)c2sccc2C)cc1
  1624	1779
25) Cc1ccc(S(=O)(=O)/N=C2/NC(=O)/C(=C/c3ccncc3)S2)cc1
  1540	1572
26) Cn1c(/C(C#N)=C(\O)COc2ccc3ccccc3c2)nc2ccccc21
  1562	1718
27) Cc1cc(C)cc(NC(=S)Nc2cccc3cnccc23)c1
  1343	2129
28) c1ccc(CCNc2ncnc3sccc23)nc1
  1523	1909
29) Fc1ccc2c(Cl)c(-c3nnc(-c4cccs4)o3)sc2c1
  1639	1886
30) CC(C)C(c1nnnn1Cc1ccc(F)cc1)N1CCN(c2ccc(O)cc2)CC1 (stereo not drawn)
  1846	1490

Results in sequence from above.
SRC1 TRFRET art for nos. 25 to 29: 1572, 1718, 2129, 1909, 1886
SRC3 TRFRET art for nos. 25 to 29: 1540, 1562, 1343, 1523, 1639

Next entries follow:
Values run as follows: SRC3 TRFRET art	SRC1 TRFRET art
31) CN1CCN(C(=O)/C(=C/c2ccc(F)cc2)c2ccsc2)CC1
  1569	1617
32) COc1cc(NC(=O)C2=C(N3CCOCC3)/C(=C/c3ccc(Cl)cc3)CC2)cc(OC)c1OC
  1643	1536
33) O=C(CNCc1ccc(Cl)cc1)Nc1ccc2c(c1)OCCO2
  1677	1991
34) CC(=O)c1sc(NC(=O)COc2ccccc2)nc1C
  1874	2081
35) N/C(=N\OC(=O)c1ccco1)c1ccccn1
  1518	1764
36) COc1cccc(-c2nn(-c3ccccc3)cc2CN(C)Cc2c(C)nc3ccccn23)c1
  1459	1717
37) CCn1cc(Cl)c(C(=O)NNC(=O)CCn2cc([N+](=O)[O-])cn2)n1
  1391	1854
38) Cc1cccc(Oc2ccc(NC(=O)C3CC=CCC3C(=O)O)cc2)c1 (stereo not drawn)
  1556	1684
39) CC(=O)N1CCN(Cc2nc3cc(NC(=O)COc4ccccc4)ccc3n2C)CC1
  1694	1862
40) Cc1c(NC(=O)c2ccc(S(=O)(=O)N(C)c3ccccc3)cc2)c(=O)n(-c2ccccc2)n1C
  1590	1783
41) COc1ccc(C(C)(C)C)cc1NC(=S)NCCN1CCOCC1
  1598	1490
42) CCc1cccc(C)c1NC(=O)C1CN(S(=O)(=O)c2ccccc2)CCN1S(=O)(=O)c1ccccc1 (stereo not drawn)
  1538	1409
43) Nc1nnc(-c2ccc(Cl)cc2Cl)s1
  1561	1735
44) O=C(CCNC(=O)c1ccccc1Cl)Nc1cccc(C(F)(F)F)c1
  1776	1874
45) O=C(O)CCCCCn1c(O)c(C=C2N=c3ccccc3=N2)sc1=S
  1776	1824
46) CCCc1nnc(NC(=O)CCC(=O)NC2CCCc3ccccc32)s1 (stereo not drawn)
  1553	1595
47) CC(C)C(C)NC(=O)COc1ccc(Sc2ccc(OCC(=O)NC(C)C(C)C)cc2)cc1 (stereo not drawn)
  1419	1656
48) O=C(Cc1ccc(Cl)cc1)Nc1ncc([N+](=O)[O-])s1
  1482	1624
49) CC(C)(C)Cn1c(=O)[nH]c(=O)c2cc([N+](=O)[O-])cnc21
  1383	2006
50) COc1ccccc1C(=O)CSc1nnc(-c2ccco2)o1
  1600	1831
51) CCOc1ccc(NC(=O)c2ccc3c(SCC(=O)O)c4c(nc3c2)CCCC4)cc1
  1667	2033
52) CCN1C(=O)/C(=C/C=C2\C=CN(CC)c3ccccc32)SC1=S
  1663	1909
53) CCOc1ccc(/C=N/NC2=NCCCCC2)cc1
  1474	1775
54) COc1ccccc1N(C)S(=O)(=O)c1ccc(C(=O)Nc2ccc3nc(C)sc3c2)cc1
  1743	1658
55) Clc1nccnc1-c1ccccc1
  1391	1562
56) COC(=O)CC1=NN(c2ccccc2)C(=O)C1
  1753	1863
57) CC1CCN(C(C(=O)O)c2ccccc2)CC1 (stereo not drawn)
  1450	1573
58) COc1ccc(N2CCN(C(=O)c3ccc4c(c3)[nH]c(=S)n3c5ccccc5nc43)CC2)cc1
  1713	1914
59) CSCCC(NC(=O)c1ccc(Cl)cc1)C(=O)OCC(=O)Nc1cc(Cl)ccc1C#N (stereo not drawn)
  1638	1710
60) COc1ccccc1C(=O)C1CCCN(C(=O)CCC(=O)c2ccccc2)C1 (stereo not drawn)
  1670	1894
61) O=C(c1ccc2c(c1)OCO2)C1CCCN(C(=O)C2CCOCC2)C1 (stereo not drawn)
  1520	1765
62) CCOC(=O)C1CCN(S(=O)(=O)c2ccc(OC)c(Cl)c2)CC1
  1518	1891
63) CCOC(=O)/C(C#N)=C/c1cn(CCC(=O)O)nc1-c1ccc(Cl)cc1
  1359	1680
64) O=C(NC12CC3CC(CC(C3)C1)C2)N(Cc1ccccc1)Cc1ccncc1
  1408	1786
65) O=C(C1CCC(CNc2c(N3CCCCC3)c(=O)c2=O)CC1)N1CCc2ccccc2C1 (stereo not drawn)
  1732	1924
66) O=C(NCCc1ccc(F)cc1)Nc1ccc2c(c1)OCO2
  1622	1968
67) Cc1cc(=O)[nH]c(N2CCOCC2)n1
  1676	1856
68) COC(=O)c1c(SCC(=O)Nc2ccc(C)cc2)nc(=O)[nH]c1C
  1681	2120
69) O=C(COC(=O)c1nc(-c2ccccc2)n(-c2cccc(C(F)(F)F)c2)n1)NCc1cccs1
  1581	1965
70) Cc1cc(=O)n2nc(N3CCCC3C(=O)NCc3ccccn3)sc2n1 (stereo not drawn)
  1463	1856

Individual results from the list.
SRC3 TRFRET art with O=C(O)c1cccc(Cn2c(Cl)c(/C=N/Nc3ccccc3)sc2=O)c1 = 1518
SRC3 TRFRET art with CCOc1ccc(NC(=O)c2ccc3c(SCC(=O)O)c4c(nc3c2)CCCC4)cc1 = 1667
SRC3 TRFRET art with CCN1C(=O)/C(=C/C=C2\C=CN(CC)c3ccccc32)SC1=S = 1663

Next part:
Values run as follows: SRC3 TRFRET art	SRC1 TRFRET art
71) O=C(Nc1ccc(N2CCOCC2)cc1)c1cc2ccccc2o1
  1674	2143
72) CCC(=O)N1CCc2cc(Br)cc(S(=O)(=O)NCCN3CCCCC3C)c21 (stereo not drawn)
  1636	2016
73) N#Cc1cc(O)c(-n2nnc3ccccc32)cc1C#N
  1347	1742
74) O=c1c(Cc2ccccc2O)c(O)nc2n1CCCS2
  1577	1745
75) CC(=O)OC(C)CS(=O)(=O)c1ccccc1 (stereo not drawn)
  1672	1692
76) Cc1nc(SCC(=O)N2CC(=O)Nc3ccccc32)nc(C)c1C
  1685	1886
77) CCOCCCNC(=O)/C(C#N)=C/c1cc(OC)c(O)c([N+](=O)[O-])c1
  1814	1839
78) Cc1nc(NC(=O)c2ccc3c(c2)OCO3)ccc1Br
  1662	1594
79) NC(=O)COC(=O)CN1C(=O)C2CCCCC2C1=O (stereo not drawn)
  1627	1892
80) O=C(Cc1ccccc1)NCC(=O)OCC(=O)c1cccc([N+](=O)[O-])c1
  1717	1846

Among those listed so far, these contain a COOH group:
Values run as follows: SRC3 TRFRET art	SRC1 TRFRET art
20) O=C(O)c1cccc(Cn2c(Cl)c(/C=N/Nc3ccccc3)sc2=O)c1
  1518	1692
38) Cc1cccc(Oc2ccc(NC(=O)C3CC=CCC3C(=O)O)cc2)c1 (stereo not drawn)
  1556	1684
45) O=C(O)CCCCCn1c(O)c(C=C2N=c3ccccc3=N2)sc1=S
  1776	1824
51) CCOc1ccc(NC(=O)c2ccc3c(SCC(=O)O)c4c(nc3c2)CCCC4)cc1
  1667	2033
57) CC1CCN(C(C(=O)O)c2ccccc2)CC1 (stereo not drawn)
  1450	1573
63) CCOC(=O)/C(C#N)=C/c1cn(CCC(=O)O)nc1-c1ccc(Cl)cc1
  1359	1680

The results go on:
Values run as follows: SRC3 TRFRET art	SRC1 TRFRET art
81) CC1CCc2nc3ccccc3c(C(=O)OCC(=O)N(C)C3CCS(=O)(=O)C3)c2C1 (stereo not drawn)
  1657	1582
82) CC1(NC(=O)NCc2ccccc2)CCS(=O)(=O)C1 (stereo not drawn)
  1719	1662
83) CCC(=O)c1ccc(OCC(O)CNC(C)c2ccccc2)cc1 (stereo not drawn)
  1757	2074
84) COc1ccc(Nc2c([N+](=O)[O-])ccc3c2=NC2(CCCCC2)N=3)cc1
  1831	1629
85) Cc1cccc(OCCNc2ccc([N+](=O)[O-])cn2)c1
  1291	1677
86) C=CCOC(=O)C1=C(C)N=C2SCCC(=O)N2C1c1ccc(OC(=O)c2ccco2)cc1 (stereo not drawn)
  1772	1818
87) Cc1ccc(O)c(CP(=O)(c2ccccc2)c2ccccc2)c1
  1567	1693
88) O=C1NC(=S)N/C1=C/c1cc([N+](=O)[O-])ccc1N1CCOCC1
  1643	1598
89) COc1ccccc1C(=O)N/C(=C\c1ccc(Br)cc1)C(=O)NCCCO
  1575	1782
90) Brc1ccc2nc(N3CCN(c4ccccc4)CC3)sc2c1
  1384	1683
91) COc1ccc(NC(=O)CN2CC(C)OC(C)C2)cc1Cl (stereo not drawn)
  1570	1970
92) CCOC(=O)C1CCCN(Cc2c(C(=O)N3CCOCC3)nc3ccccn23)C1 (stereo not drawn)
  1519	1714
93) O=C(Oc1ccc2c(-c3ccccc3)cc(=O)oc2c1)c1cccs1
  1500	2017
94) c1ccc(COC2CCCN(Cc3nc(-c4cnccn4)no3)C2)nc1 (stereo not drawn)
  1337	1871
95) COc1ccc(CN2CCN(c3ccc(F)cc3)CC2)c(OC)c1OC
  1554	1699
96) COc1ccc(NC(=O)c2cc3c(s2)CCC(C)C3)cc1S(=O)(=O)N1CCOCC1 (stereo not drawn)
  1635	1722
97) CC(=O)NC(=S)Nc1ccc(NC(=O)c2cccs2)cc1
  1867	1750
98) O=C(NC(=S)Nc1ccccc1O)c1ccc(Cl)cc1Cl
  1557	1787
99) COCCNC(=O)/C(C#N)=C/C=C/c1ccccc1
  1733	1583
100) COc1cccc(C(=O)Nc2ccc(S(=O)(=O)NCc3ccco3)cc2)c1
  1739	1884
101) Cc1c(/C=N\NC(=O)c2cccc(F)c2)cnn1C
  1524	1702
102) O=C(NCCN1CCOCC1)c1ccc(CSCc2cccc(Cl)c2)o1
  1447	1958
103) CCCc1c(C)nc2c(OC)cccc2c1SCC(=O)O
  1530	1988
104) CCCc1cc(=O)[nH]c(SCC(=O)c2[nH]c(C)c(C(=O)OCC)c2C)n1
  1556	1635
105) O=C(N/N=C/c1ccsc1)c1ccc2ccccc2n1
  1511	1917
106) CC(NC(=O)c1ccco1)C(=O)OC(C)C(=O)NCc1ccccc1 (stereo not drawn)
  1695	1908
107) CCNc1nc(CSc2ccccc2)nc2sc(C)c(C)c12
  1631	2063
108) Cc1nnc(SCc2cc(=O)[nH]c(/N=C(\N)Nc3ccccc3Sc3ccccc3)n2)s1
  1607	1961

Excerpt, compounds 107–108
Values run as follows: SRC3 TRFRET art	SRC1 TRFRET art
107) CCNc1nc(CSc2ccccc2)nc2sc(C)c(C)c12
  1631	2063
108) Cc1nnc(SCc2cc(=O)[nH]c(/N=C(\N)Nc3ccccc3Sc3ccccc3)n2)s1
  1607	1961

The list is partial, so the mix of outcomes need not match the whole.
